core dimer inh: blocks dimerization of HCV core protein; TR-FRET GST/Flag-core106 dimerization, 1536-well; inhibition, % at 5 µM; actives 0.33% (n = 300,000); AID 1899;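 active = inhibition above the mean of all tested compounds plus 3 SD, set per screening campaign, cut at about 45% in these data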
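Assay system: tagged HCV core106 pair (GST and Flag); medium: KF-containing HEPES buffer, pH 7.45, DTT, CHAPS, BSA; also added: Eu donor and XL665 acceptor anti-tag antibodies; dosing: 5 µM single dose; timing: compound-protein-antibody incubation 4 h at 22.5 °C; signal: TR-FRET 671 and 617 nm emission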
LYPLA2 inh: counter-screen for PME1 inhibitors: inhibitors of human LYPLA2; AID 2177; recombinant LYPLA2, FP-Rh probe fluorescence polarization; actives 0.38% (n = 320,000); inhibition, % at 5.9 µM;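 active = inhibition above the screen-wide mean plus 3 SD, limit set per campaign, cut at about 26% in these data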;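 also: 0% = LYPLA2 with DMSO and 100% = wells lacking LYPLA2 enzyme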
Target sequence (O95372 whole entry, looked up): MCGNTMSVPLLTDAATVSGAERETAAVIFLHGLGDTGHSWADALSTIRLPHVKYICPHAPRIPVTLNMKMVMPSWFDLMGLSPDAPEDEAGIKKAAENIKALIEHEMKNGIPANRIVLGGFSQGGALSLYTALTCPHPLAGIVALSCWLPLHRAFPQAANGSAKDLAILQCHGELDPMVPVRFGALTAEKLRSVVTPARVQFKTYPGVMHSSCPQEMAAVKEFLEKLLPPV
GASC-1 inh: blocks human GASC-1 demethylase activity; inhibition, % at 2.35 µM; GST-JMJD2C(1-420) H3K9me3 demethylation, DELFIA europium; Q9H3R0; actives 0.069% (n = 330,000);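 active = more than half of a compound's replicate wells show inhibition beyond 50%, single wells judged on their own value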;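 also: signal counts dimethyl H3K9 product captured on neutravidin plate; 0% = median of DMSO wells and 100% = 0.3 times that DMSO median; strong numbers were not always called active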
Target sequence (Q9H3R0 1-420 limits assumed): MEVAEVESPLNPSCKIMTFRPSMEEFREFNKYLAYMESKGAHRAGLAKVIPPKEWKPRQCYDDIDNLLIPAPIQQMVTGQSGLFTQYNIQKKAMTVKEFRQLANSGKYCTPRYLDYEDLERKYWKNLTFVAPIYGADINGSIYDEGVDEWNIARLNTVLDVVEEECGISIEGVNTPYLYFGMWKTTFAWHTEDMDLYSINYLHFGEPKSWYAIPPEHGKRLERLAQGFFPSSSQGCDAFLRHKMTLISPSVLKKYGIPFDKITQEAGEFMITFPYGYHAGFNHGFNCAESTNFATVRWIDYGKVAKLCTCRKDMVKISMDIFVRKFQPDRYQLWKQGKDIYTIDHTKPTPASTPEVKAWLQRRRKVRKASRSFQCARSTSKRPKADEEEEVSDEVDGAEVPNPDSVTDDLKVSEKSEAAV
Efflux pump inh: blocks antifungal efflux pumps in multiplex yeast assay. S. cerevisiae Candida pump triplex, Nile Red efflux. inhibition, % at 10 µM. actives 0.44% (n = 330,000). AID 485275;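 active = plate passing quality check with inhibition over a set limit, or well fluorescence over plate mean plus 4 SD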;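 also: Nile Red retained in pooled yeast measured as flow cytometry median fluorescence; 0% = buffer negative control and 100% = Enniatin B positive control; higher means more Nile Red kept so more efflux inhibition; some compounds called inactive have numbers as strong as hits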
TPT1 inhibitor: blocks Candida albicans tRNA 2'-phosphotransferase | actives 0.81% (n = 300,000) | recombinant caTPT1, FP RNA substrate dephosphorylation | AID 1962 | inhibition, % at 5 µM;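 active = inhibition above the mean of all tested compounds plus 3 SD, set per screening campaign, cut at about 24% in these data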;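 also: plate controls were DMSO alone for no effect and ferristatin control at 100 nM for full effect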
Fh CTSL1 inh: cathepsin L1 inhibition, PFM18AAP counter-screen; recombinant F. hepatica cathepsin L1, Z-Leu-Arg-MCA fluorescence; inhibition, % at 5.96 µM; actives 0.49% (n = 300,000); AID 1906;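 active = inhibition above the mean of all tested compounds plus 3 SD, set per screening campaign, cut at about 17% in these data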;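 also: 0% = plate median of test compound wells and 100% = 1 µM Z-Phe-Ala-diazomethylketone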
PP5 primary: blocks human protein phosphatase 5 activity; P53041; purified PP5c, OMFP substrate fluorescence; inhibition, % at 6.7 µM; actives 0.18% (n = 320,000); AID 1987;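 active = inhibition above the campaign's mean inhibition across all tested compounds plus 3 SD, cut at about 9.5% in these data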;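 also: 0% = DMSO only and 100% = 100 µM cantharidin control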
PP1 counter: counter-screen for PP5 inhibitors: inhibitors of human PP1-alpha; purified PP1alpha, OMFP fluorescence; actives 0.9% (n = 320,000); P62136; inhibition, % at 6.7 µM;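 active = inhibition above the mean inhibition of all tested compounds plus 3 SD, computed separately for each screening campaign, cut at about 15% in these data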
Target sequence (P62136 whole entry, looked up): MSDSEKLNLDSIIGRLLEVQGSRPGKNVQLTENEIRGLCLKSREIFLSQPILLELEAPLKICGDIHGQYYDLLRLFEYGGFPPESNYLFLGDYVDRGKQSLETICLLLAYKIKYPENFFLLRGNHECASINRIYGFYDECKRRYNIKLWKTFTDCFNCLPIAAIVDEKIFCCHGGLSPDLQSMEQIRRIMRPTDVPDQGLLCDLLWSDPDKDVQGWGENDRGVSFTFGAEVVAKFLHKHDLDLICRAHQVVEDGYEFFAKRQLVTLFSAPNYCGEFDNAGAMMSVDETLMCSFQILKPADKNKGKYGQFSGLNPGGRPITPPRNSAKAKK
PREPL inhibitor: inhibitors of human prolyl oligopeptidase-like enzyme PREPL. Q4J6C6. inhibition, % at 5.96 µM. actives 0.68% (n = 320,000). recombinant PREPL, fluorescence polarization activity-based probe. AID 2751; in the data active = inhibition above about 43%;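 also: 0% = enzyme with DMSO and 100% = wells lacking enzyme; many of its hits are not listed in these tables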
Starred values were filed as active, the others as inactive; nt = not tested or not shown. Some of the compounds tested (hit frequency here may not be typical).

SMILES	core dimer inh	LYPLA2 inh	GASC-1 inh	Efflux pump inh	TPT1 inhibitor	Fh CTSL1 inh	PP5 primary	PP1 counter	PREPL inhibitor
COc1ccc(NC(=O)CC(Cc2ccccc2)C(=O)O)cc1 (stereo not given)	-5.1	5.0	8.4	-0.1	-0.6	-1.4	1.6	-2.0	-2.6
Cn1ncc2c(=O)n(/N=C/c3ccccc3)cnc21	-2.8	-4.0	5.7	0.9	2.8	3.8	-0.2	-2.5	3.3
O=C(COC(=O)[C@@H]1CCCN1S(=O)(=O)c1ccccc1F)Nc1ccc(OC(F)F)cc1	-0.5	1.8	-8.9	-0.1	-4.9	-9.4	1.0	0.4	0.5
CCC(c1nnnn1C(C)(C)CC)N(CCN1CCOCC1)Cc1cc2cc(C)ccc2[nH]c1=O (stereo not given)	1.0	-5.7	-7.3	0.2	-0.1	-1.2	-2.3	-3.1	14.1
Cc1cccc(CNC(=O)CCCn2nc(C)c3c(C)n(-c4ccccc4)nc3c2=O)c1	2.9	3.4	6.8	-0.1	-1.8	8.6	0.8	-2.4	1.7
O=C(CN1C(=O)C2C3C=CC(C3)C2C1=O)Nc1nc2ccccc2[nH]1 (stereo not given)	0.9	2.3	-1.5	0.1	0.7	-2.1	0.0	-5.3	-3.0
Cc1c(C(=O)NC2CCCC2)oc2ccccc12	nt	-3.4	-1.5	-0.1	nt	nt	1.1	-4.4	2.5
Cc1ccc(CS(=O)(=O)CCC(=O)NC2CC2)cc1	0.6	-1.0	10.5	-0.3	-1.0	11.1	0.9	-9.7	5.8
OC12CC3C[C@H](C1)C(N1CCOCC1)[C@@H](C3)C2 (stereo not given in full)	-0.7	-0.8	-6.5	0.2	1.6	-2.8	2.9	-1.1	4.6
COc1nc(Nc2ccc([N+](=O)[O-])cc2)nc(NC(C)C)n1	4.8	2.0	21.7	0.1	-1.1	-0.8	2.8	1.3	1.0
CCN(CC)CCCn1c2c(c(SCC(=O)Nc3cccc(C)c3C)nc1=O)CCC2	1.5	-0.4	6.3	0.1	2.8	-2.1	-0.7	-2.1	8.9
O=C(NCc1nc2ccccc2[nH]1)C1=C[C@H](c2coc3ccccc3c2=O)C[C@H](OCc2ccc(CO)cc2)O1	4.1	-11.6	1.2	0.2	1.3	-5.4	0.4	6.1	11.7
O=S(=O)(c1ccc(F)c(F)c1F)N1CCN(C(=S)NC2CC3CCC2C3)CC1 (stereo not given)	4.4	-5.7	-11.5	0.0	0.6	-0.1	1.0	9.3	-1.6
COc1ccc(/C=C(/CC(=O)NCc2ccc(Cl)cc2)c2nc3ccccc3s2)cc1	30.9	-17.3	3.2	0.4	6.6	0.2	1.7	15.5*	-9.7
COc1ccc(-c2ccc(C)cc2)cc1[C@H]1[C@H]2C=CC[C@@H](C)[C@@H]2C(=O)N1Cc1ccccc1	5.3	-2.5	-8.6	-0.1	-3.6	-0.7	0.0	-0.3	8.5
C1=Nc2c(NCc3ccccc3)ncnc2Oc2ccccc21	2.5	9.3	-1.6	-0.1	1.0	-0.2	1.9	0.3	12.3
CCn1c(C)c(C)c2cc(C(=O)NCCCN3CCCCC3)ccc21	0.0	-7.4	-2.8	0.1	0.9	2.2	-1.2	0.7	8.2
COc1ccc(CCNC(=O)C2(C)CCC(=O)N2Cc2ccc(C)cc2)cc1OC (stereo not given)	2.5	-0.6	-5.2	0.1	1.6	2.4	-0.6	2.0	0.0
Cc1cc(C)c(C)c(OCc2nc(-c3cccnc3)no2)c1	-0.8	6.2	-2.3	-0.2	-0.8	-2.8	2.7	-0.2	6.7
Cc1ccc(C)c(S(=O)(=O)NC(CC(C)C)C(=O)O)c1 (stereo not given)	0.3	9.2	-0.2	-0.2	1.4	6.3	-7.0	7.1	13.6
C[C@@H]1CC[C@]2(O[C@H](CCO)C[C@@H](O)[C@@H]2O)O1	13.3	-2.2	12.7	0.1	-6.5	-2.2	1.2	8.0	6.0
CCSC1=C(C#N)C(c2ccc3c(c2)OCO3)C2=C(CCCC2=O)N1 (stereo not given)	-6.6	-0.7	12.9	-0.1	-1.0	0.8	0.8	1.3	-1.6
CCCNC(=O)C(Cc1cccc(Cl)c1)NC(=O)c1ccccc1 (stereo not given)	nt	0.8	0.4	0.7	nt	nt	2.5	-6.6	4.3
COc1cc(C(CCN2CCCC(C)C2)c2c(OC)cc(OC)c3c2OC(=O)CC3c2ccc(N(C)C)cc2)cc(OC)c1OC (stereo not given)	-9.2	6.5	-9.0	0.0	-0.2	-0.8	2.7	4.5	28.5
O=S(=O)(NCC1CCCO1)c1cccc2nsnc12 (stereo not given)	-3.9	8.4	3.1	0.0	-2.7	1.1	-0.7	-1.2	1.3
CCN1C(=O)C(CC(=O)Nc2ccc(OC)cc2)N(CCCN2CCN(c3ccc(F)cc3)CC2)C1=S (stereo not given)	-12.0	2.4	3.4	-0.2	-2.4	-3.1	3.0	4.8	29.7
O=C(COC(=O)COc1ccc(Cl)cc1)Nc1ccc(N2CCOCC2)cc1	-1.2	5.1	-4.0	0.1	-4.9	-11.1	-2.5	0.5	13.2
COc1cc2c(cc1OC)[C@@H]1Cc3ccc(OC)c(OC)c3CN1CC2	0.1	2.4	8.0	-0.1	-7.0	-0.4	0.5	1.6	5.2
O=[N+]([O-])c1ccc(N2CCN(CC3CCCCC3)CC2)cc1	4.5	5.2	-3.4	-0.2	0.7	4.0	2.0	7.6	17.6
Cc1nc2ccn(Cc3ccccc3)c(=O)c2cc1C(=O)N1CCN(c2ccccc2)CC1	-0.6	-5.9	-2.4	0.1	2.6	5.3	0.4	-3.6	3.2
O=C(Nc1cc(Sc2nc3ccccc3s2)cc([N+](=O)[O-])c1)c1ccccc1F	27.4	-23.6	4.7	0.1	-0.9	-4.0	2.6	3.7	-15.5
CCCC(C)NC(=O)CN(Cc1ccco1)S(=O)(=O)c1ccccc1 (stereo not given)	nt	2.0	2.1	0.0	nt	nt	-0.2	-4.2	2.5
COc1ccc(-n2cnc3cc(N)ccc32)cc1	-3.7	0.1	3.9	0.1	5.5	-0.9	-0.1	0.6	15.5
COc1ccc(C(=O)Oc2cc(C(=S)N3CCOCC3)ccc2OC)cc1	6.5	1.7	-3.8	-0.1	-0.7	-1.5	1.8	0.1	23.1
CCn1ncc(CNC(=O)CCSc2nc(-c3ccco3)cc(C(F)(F)F)n2)c1C	-2.1	-3.2	-1.8	0.0	3.9	-0.1	1.9	0.1	1.7
Cc1ccc(NC(=O)CN(C)S(=O)(=O)c2cccc3cccnc23)c(C)c1	3.3	-2.3	0.0	0.3	2.7	-0.3	-0.2	2.5	16.5
COc1ccc([N+](=O)[O-])cc1NC(=O)C(C)OC(=O)Cn1[nH]c(=O)c2ccccc2c1=O (stereo not given)	2.7	6.7	7.7	0.2	-0.6	-35.2	0.2	-1.5	-1.5
CN(Cc1ccccc1N1CCCC1)C(=O)c1cc2cc(Cl)ccc2o1	nt	7.8	10.5	0.0	nt	nt	1.3	5.8	35.1
O=C1CCC(=O)N1c1ccc(-c2nc3ccccc3s2)cc1	0.3	6.0	16.5	-0.1	51.5*	0.3	1.0	0.6	19.6
CCC(C(=O)N1CCOCC1)n1c(C(=O)OC)cc2occc21 (stereo not given)	-3.0	1.5	-3.1	0.0	2.5	-1.2	1.2	0.7	0.1
CC1(C)[C@@H](O)CC[C@]2(C)[C@H]3C(=O)C=C4[C@@H]5C[C@@](C)(C(=O)O)CC[C@]5(C)CC[C@@]4(C)[C@]3(C)CC[C@@H]12	1.5	0.4	-25.9	0.1	-6.9	3.6	-2.4	-0.9	15.4
CCOc1ccccc1NC(=O)CSc1nc(N)c(C#N)cc1C#N	45.0	-16.6	2.7	-0.1	20.5	15.4	1.8	0.5	-7.0
CCCc1nnc(NC(=O)CCC(=O)N2CCN(C3CCCC3)CC2)s1	-24.9	2.8	-10.0	-0.3	-0.9	4.3	3.2	-2.5	7.8
CC1CCCN(c2c3c(nc4ccccc24)CCCC3)C1 (stereo not given)	6.4	-1.1	-5.4	0.3	2.3	6.2	1.9	-0.3	16.7
CCCC1(c2ccccc2)NC(=O)N(CC(=O)NCC2COc3ccccc3O2)C1=O (stereo not given)	nt	-0.8	-0.7	-0.3	nt	nt	0.6	0.5	-4.2

Ten entries from above, ordered by length of the SMILES, rising.
SMILES	core dimer inh	LYPLA2 inh	GASC-1 inh	Efflux pump inh	TPT1 inhibitor	Fh CTSL1 inh	PP5 primary	PP1 counter	PREPL inhibitor
O=S(=O)(NCC1CCCO1)c1cccc2nsnc12 (stereo not given)	-3.9	8.4	3.1	0.0	-2.7	1.1	-0.7	-1.2	1.3
Cc1cc(C)c(C)c(OCc2nc(-c3cccnc3)no2)c1	-0.8	6.2	-2.3	-0.2	-0.8	-2.8	2.7	-0.2	6.7
Cc1ccc(C)c(S(=O)(=O)NC(CC(C)C)C(=O)O)c1 (stereo not given)	0.3	9.2	-0.2	-0.2	1.4	6.3	-7.0	7.1	13.6
COc1ccc(C(=O)Oc2cc(C(=S)N3CCOCC3)ccc2OC)cc1	6.5	1.7	-3.8	-0.1	-0.7	-1.5	1.8	0.1	23.1
COc1cc2c(cc1OC)[C@@H]1Cc3ccc(OC)c(OC)c3CN1CC2	0.1	2.4	8.0	-0.1	-7.0	-0.4	0.5	1.6	5.2
COc1ccc(CCNC(=O)C2(C)CCC(=O)N2Cc2ccc(C)cc2)cc1OC (stereo not given)	2.5	-0.6	-5.2	0.1	1.6	2.4	-0.6	2.0	0.0
CCN(CC)CCCn1c2c(c(SCC(=O)Nc3cccc(C)c3C)nc1=O)CCC2	1.5	-0.4	6.3	0.1	2.8	-2.1	-0.7	-2.1	8.9
Cc1cccc(CNC(=O)CCCn2nc(C)c3c(C)n(-c4ccccc4)nc3c2=O)c1	2.9	3.4	6.8	-0.1	-1.8	8.6	0.8	-2.4	1.7
COc1ccc(-c2ccc(C)cc2)cc1[C@H]1[C@H]2C=CC[C@@H](C)[C@@H]2C(=O)N1Cc1ccccc1	5.3	-2.5	-8.6	-0.1	-3.6	-0.7	0.0	-0.3	8.5
O=C(NCc1nc2ccccc2[nH]1)C1=C[C@H](c2coc3ccccc3c2=O)C[C@H](OCc2ccc(CO)cc2)O1	4.1	-11.6	1.2	0.2	1.3	-5.4	0.4	6.1	11.7
